FEN1 inh – inhibitors of human flap endonuclease 1 | P39748 | Recombinant FEN1 flap cleavage, fluorescence, 15 min | Potency, µM (top dose mostly 114 µM), inactives show at the highest dose activity change, negative = inhibition, usual class: inhibitors | 390,000 compounds, 0.35% hits | AID 588795; note: nearly all actives have a fitted effect of over 65% in size
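Concentration–response screening of FEN1 (10 nM): 15 min compound preincubation at room temperature, reaction started with 50 nM substrate and read at 0 and 15 min. Corrected, normalized data were fitted by a four-parameter Hill equation.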
GCN5L2 inh – GCN5L2 (KAT2A) acetyltransferase inhibition. GCN5L2 HAT assay, ThioGlo1 CoA-SH fluorescence. AID 504327. 390,000 compounds, 0.21% hits. Q92830. Potency, µM (titrated, usually from 58.9 µM), without a hit: at the highest dose activity change, negative = inhibition, usual class: inhibitors
Target sequence (Q92830 whole entry, looked up): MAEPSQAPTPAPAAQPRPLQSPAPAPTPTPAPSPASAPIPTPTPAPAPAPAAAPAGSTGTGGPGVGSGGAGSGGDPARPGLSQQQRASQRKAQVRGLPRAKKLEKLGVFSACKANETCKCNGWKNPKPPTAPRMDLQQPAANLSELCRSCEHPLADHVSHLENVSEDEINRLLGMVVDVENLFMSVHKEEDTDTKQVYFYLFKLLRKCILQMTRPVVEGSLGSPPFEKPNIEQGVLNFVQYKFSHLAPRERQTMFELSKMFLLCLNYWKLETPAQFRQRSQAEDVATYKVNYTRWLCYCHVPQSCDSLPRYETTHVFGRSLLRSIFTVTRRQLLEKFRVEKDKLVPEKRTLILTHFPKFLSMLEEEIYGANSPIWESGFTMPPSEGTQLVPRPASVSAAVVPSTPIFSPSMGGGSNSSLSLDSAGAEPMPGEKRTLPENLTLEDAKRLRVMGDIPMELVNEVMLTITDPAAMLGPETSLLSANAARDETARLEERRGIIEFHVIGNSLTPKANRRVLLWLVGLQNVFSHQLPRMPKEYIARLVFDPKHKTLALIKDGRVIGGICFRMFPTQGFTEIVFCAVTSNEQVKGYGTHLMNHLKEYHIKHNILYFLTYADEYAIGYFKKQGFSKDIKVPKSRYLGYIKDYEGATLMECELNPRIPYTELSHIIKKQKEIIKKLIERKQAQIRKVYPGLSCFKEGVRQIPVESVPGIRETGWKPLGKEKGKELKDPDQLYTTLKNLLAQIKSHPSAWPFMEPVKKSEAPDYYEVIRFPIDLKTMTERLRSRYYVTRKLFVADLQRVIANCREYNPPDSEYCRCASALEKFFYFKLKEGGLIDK
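Compounds, pin-transferred from DMSO stocks, meet 20nM GCN5L2 for 15 min before the reaction begins with H3(1-25) peptide (75uM) and acetyl-CoA (70uM). Thiol-reactive ThioGlo1 reports CoA release over 20 min at room temperature.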
DT40 TDP1 CPT – growth inhibition of DT40 Tdp1-/-;hTDP1 cells with camptothecin (screen for TDP1 inhibitors). chicken DT40 Tdp1-/-;hTDP1 cells + 20 nM CPT, ATP luminescence, 48 h. Potency, µM (doses to about 46.2 µM), for the others: at the top dose activity change, negative = growth inhibition, usual class: inhibitors. 420,000 compounds, 12% hits; note: nearly all actives have a fitted effect of over 55% in size
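Cell growth measured by CellTiter-Glo luminescence after a minimum 48 h, 37 C compound exposure with 20 nM CPT in Tdp1-knockout DT40 cells stably expressing hTDP1, seeded 400/well; qHTS titration format.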
The depositor's hits bear a star; & = joins results of further samples; [ ] = dose if it differs, or a comment. Calls come from the whole dose curve; as a rule, active = well fitted curve in the direction sought with a large enough effect; inconclusive = small, poorly fitted or top-dose-only effect, or another doubt; inactive = no such curve, though single readings can be large; an effect the other way counts as inactive or inconclusive. % is set by controls: 0 for no effect and ±100 for the full control effect; potency is the fitted concentration of half-maximal effect. Only part of the results is shown, so the mix of outcomes need not match the whole.

Sample of the layout, 7 compounds:
What do the screens show for `COCCN(C(=O)c1ccccc1Oc1ccccc1)c1c(N)n(CC(C)C)c(=O)[nH]c1=O`?
FEN1 inh: -10%; GCN5L2 inh: 2%; DT40 TDP1 CPT: -7%

Results for O=C(CN1C(=O)NC(Cc2ccccc2)C1=O)Nc1ccccc1 (stereo unspecified) ?
FEN1 inh: -2%; GCN5L2 inh: 1%; DT40 TDP1 CPT: -29%

Results for CN(C)c1ccc(/C=C2\C=Cc3ccccc32)cc1F ?
FEN1 inh: 6%; DT40 TDP1 CPT: inconclusive

What do the screens show for `CN1C(=O)N(C)c2ccc(C=O)c3cccc1c23`?
FEN1 inh: -9%; GCN5L2 inh: -10%; DT40 TDP1 CPT: inconclusive

What do the screens show for `Cc1ccccc1/C=N/NC(=O)Cn1nnc(N)n1`?
FEN1 inh: 0%; GCN5L2 inh: 4%; DT40 TDP1 CPT: -3%

How did Cc1ccc(C(=O)c2ccc([N+](=O)[O-])cc2)cc1 do in these assays?
FEN1 inh: 4%; GCN5L2 inh: -8%; DT40 TDP1 CPT: -10%

Results for CC(=O)Nc1ccc(S(=O)(=O)N2CCSC2c2ccccc2Cl)cc1 (stereo unspecified) ?
FEN1 inh: 8%; GCN5L2 inh: -5%; DT40 TDP1 CPT: -30%

The whole of this part, from the start:
What do the screens show for `COCCN(C(=O)c1ccccc1Oc1ccccc1)c1c(N)n(CC(C)C)c(=O)[nH]c1=O`?
FEN1 inh: -10%; GCN5L2 inh: 2%; DT40 TDP1 CPT: -7%

Results for O=C(CN1C(=O)NC(Cc2ccccc2)C1=O)Nc1ccccc1 (stereo unspecified) ?
FEN1 inh: -2%; GCN5L2 inh: 1%; DT40 TDP1 CPT: -29%

Results for CN(C)c1ccc(/C=C2\C=Cc3ccccc32)cc1F ?
FEN1 inh: 6%; DT40 TDP1 CPT: inconclusive

What do the screens show for `CN1C(=O)N(C)c2ccc(C=O)c3cccc1c23`?
FEN1 inh: -9%; GCN5L2 inh: -10%; DT40 TDP1 CPT: inconclusive

What do the screens show for `Cc1ccccc1/C=N/NC(=O)Cn1nnc(N)n1`?
FEN1 inh: 0%; GCN5L2 inh: 4%; DT40 TDP1 CPT: -3%

How did Cc1ccc(C(=O)c2ccc([N+](=O)[O-])cc2)cc1 do in these assays?
FEN1 inh: 4%; GCN5L2 inh: -8%; DT40 TDP1 CPT: -10%

Results for CC(=O)Nc1ccc(S(=O)(=O)N2CCSC2c2ccccc2Cl)cc1 (stereo unspecified) ?
FEN1 inh: 8%; GCN5L2 inh: -5%; DT40 TDP1 CPT: -30%

How did Cc1ccc(NC(=O)C(C)Oc2ccccc2)cc1S(=O)(=O)N1CCCCCC1 (stereo unspecified) do in these assays?
FEN1 inh: -22%; GCN5L2 inh: -8%; DT40 TDP1 CPT: inconclusive

What do the screens show for `CC1CN(C(=O)CSc2nnc(CNC(=O)c3ccc(S(=O)(=O)N(C)C)cc3)o2)CC(C)O1` (stereo unspecified)?
FEN1 inh: -6%; GCN5L2 inh: -4%; DT40 TDP1 CPT: -6%

Results for COCCNC(=O)CN(C(=O)CCC(=O)Nc1ccccn1)c1ccc(C)cc1 ?
FEN1 inh: 19%; GCN5L2 inh: -1%; DT40 TDP1 CPT: -3%

Results for CCCCN(Cc1cccs1)S(=O)(=O)c1csc(C(N)=O)c1 ?
FEN1 inh: 20%; GCN5L2 inh: -12%; DT40 TDP1 CPT: inconclusive

How did Cc1c(Cl)cnc(NC(=O)COC(=O)c2ccncc2)c1Cl do in these assays?
FEN1 inh: -2%; GCN5L2 inh: -24%; DT40 TDP1 CPT: -10%

What do the screens show for `COCCNC(=O)c1ccc2c(c1)N(Cc1c(F)cccc1Cl)C(=O)c1ccccc1S2`?
FEN1 inh: 3%; GCN5L2 inh: -5%; DT40 TDP1 CPT: -27%

How did CC(O)C(NS(=O)(=O)c1ccc(Cl)cc1)C(=O)OCC(=O)Nc1cccnc1Cl (stereo unspecified) do in these assays?
FEN1 inh: -1%; GCN5L2 inh: 1%; DT40 TDP1 CPT: 8%

What do the screens show for `CCOc1ccc(C(=O)N(Cc2ccc(C(C)C)cc2)Cc2ccco2)cc1`?
FEN1 inh: -3%; GCN5L2 inh: -11%; DT40 TDP1 CPT: inconclusive

Results for CCc1ccc(-n2nc3cc(C)c(NC(=O)c4ccccc4C)cc3n2)cc1 ?
FEN1 inh: -10%; GCN5L2 inh: 2%; DT40 TDP1 CPT: inconclusive

How did COc1ccc2[nH]c3c(c2c1)CCN1C(=O)C(CC(=O)NCc2ccc(OC)c(OC)c2)C[C@H](C(=O)N2CCOCC2)[C@@]31C (stereo partly specified) do in these assays?
FEN1 inh: -3%; GCN5L2 inh: 1%; DT40 TDP1 CPT: 1%

Results for O=C(Cc1cccc(NC(=O)C2CCN(C(=O)C3CCCCC3)CC2)c1)Nc1cccc(C(=O)N2CCCCC2)c1 ?
FEN1 inh: -15%; DT40 TDP1 CPT: -2%

Results for Cc1oc2c(c1C(=O)Nc1cccc(C(=O)O)c1)CCCC2 ?
FEN1 inh: -13%; GCN5L2 inh: 1%; DT40 TDP1 CPT: -3%

What do the screens show for `COc1ccccc1N(CC(=O)NC1CCCC1)C(=O)c1csnn1`?
FEN1 inh: -4%; GCN5L2 inh: -19%; DT40 TDP1 CPT: 2%

Results for O=S(=O)(Nc1ccc2c(c1)OCO2)c1ccc(Cl)cc1F ?
FEN1 inh: -14%; GCN5L2 inh: -3%; DT40 TDP1 CPT: -5%

What do the screens show for `C[C@H]1CC[C@@]2(O[C@@H](CCO)C[C@@H](O)[C@@H]2O)O1`?
FEN1 inh: 12%; GCN5L2 inh: 1%; DT40 TDP1 CPT: 2%

How did O=C(NCc1ccccn1)NC12CC3CC(CC(C3)C1)C2 do in these assays?
FEN1 inh: -11%; GCN5L2 inh: -2%; DT40 TDP1 CPT: 0%

How did O=C(C1=COCCO1)N(Cc1nnc(-c2ccc(Cl)cc2)o1)C1CC1 do in these assays?
FEN1 inh: 45%[activator]; GCN5L2 inh: -6%; DT40 TDP1 CPT: inconclusive

Results for Fc1ccc(CSc2ncnc3scc(-c4ccccc4)c23)cc1 ?
FEN1 inh: -15%; GCN5L2 inh: -4%; DT40 TDP1 CPT: 11%

Results for COc1ccc(CC(NC(C)=O)C(=O)NC2CCN(c3c(Cc4ccccc4)c(C)nc4ncnn34)CC2)c(OC)c1 (stereo unspecified) ?
FEN1 inh: 9%; GCN5L2 inh: 1%; DT40 TDP1 CPT: inconclusive

Results for COc1cccc(-c2cc(C(=O)Nc3cccnc3Cl)no2)c1 ?
FEN1 inh: -2%&22%; GCN5L2 inh: -7%&-4%; DT40 TDP1 CPT: 8%&3%

How did O=C(Nc1nc2ccccc2n1Cc1ccccc1)c1ccc(COc2ccccc2[N+](=O)[O-])o1 do in these assays?
FEN1 inh: -14%; GCN5L2 inh: -1%; DT40 TDP1 CPT: inconclusive

Results for CN(c1ccccc1)c1nc(N)c([N+](=O)[O-])c(N2CCCCCC2)n1 ?
FEN1 inh: -17%; GCN5L2 inh: -20%; DT40 TDP1 CPT: inconclusive

What do the screens show for `NS(=O)(=O)c1ccc(CNC(=O)NC23CC4CC(CC(C4)C2)C3)cc1`?
FEN1 inh: -3%; GCN5L2 inh: 0%; DT40 TDP1 CPT: -14%

How did O=C(Nc1ccccc1)C(Cl)C(=O)c1ccccc1 (stereo unspecified) do in these assays?
FEN1 inh: inconclusive; GCN5L2 inh: -9%; DT40 TDP1 CPT: 6.5µM*

How did C/C(=N\NC(=O)c1ccncc1)c1cc2ccccc2oc1=O do in these assays?
FEN1 inh: 8%; GCN5L2 inh: -11%; DT40 TDP1 CPT: -27%

How did COC(=O)c1cc(OC)c(OC)cc1NC(=O)c1c(-c2ccccc2)noc1C do in these assays?
FEN1 inh: -10%; GCN5L2 inh: 1%; DT40 TDP1 CPT: inconclusive

Results for Cc1ccc(C(=O)c2cn(Cc3ccc(F)cc3)c3nc(C)ccc3c2=O)cc1 ?
FEN1 inh: 12%; GCN5L2 inh: 10%; DT40 TDP1 CPT: 16µM*

How did CCc1ccc(NC(=O)C(CC)Sc2nc3ccsc3c(=O)n2CCC(=O)O)cc1 (stereo unspecified) do in these assays?
FEN1 inh: 9%; GCN5L2 inh: -10%; DT40 TDP1 CPT: -22%

Results for C#CCOCCOCCOCCNc1nc(N2CCN(C(=O)[C@H](CCC(=O)O)n3cc(C(N)[C@H](C)CC)nn3)CC2)nc(N2CCN(C(=O)[C@H](Cc3ccc(O)cc3)n3cc(C(N)[C@H](C)CC)nn3)CC2)n1 (stereo partly specified) ?
FEN1 inh: -6%; GCN5L2 inh: 3%; DT40 TDP1 CPT: inconclusive

How did CCc1ccc(CNC(=O)CCCn2nc(C)n3ccnc3c2=O)cc1 do in these assays?
FEN1 inh: 3%; GCN5L2 inh: inconclusive; DT40 TDP1 CPT: 2%

How did C=CCn1c(SCC(=O)NC2CC2)nnc1C1CC1 do in these assays?
FEN1 inh: 19%; GCN5L2 inh: inconclusive; DT40 TDP1 CPT: 16%

Results for CCS(=O)(=O)c1nn2c(N)c(/C=C3/C=CC(=O)C(OC)=C3)c(=O)nc2s1 ?
FEN1 inh: 1%; GCN5L2 inh: -2%; DT40 TDP1 CPT: -3%

Results for CC(C)c1ccc(CCNC(=O)CSC(=S)N2CCCC2)cc1 ?
FEN1 inh: -9%; GCN5L2 inh: 1%; DT40 TDP1 CPT: -2%

What do the screens show for `COc1cccc(NC(=O)CN(C)C(=O)c2ccc(S(=O)(=O)Nc3ccccc3F)cc2)c1`?
FEN1 inh: 2%; GCN5L2 inh: -1%; DT40 TDP1 CPT: -16%

What do the screens show for `Cc1ccc(NCCCn2cnc3c(OCc4ccccc4)ncnc32)cc1C`?
FEN1 inh: -18%; DT40 TDP1 CPT: inconclusive

How did Cc1ccc(-c2nc3nc(C)cc(N4CCN(c5cccc(C)c5C)CC4)n3n2)cc1 do in these assays?
FEN1 inh: 17%; GCN5L2 inh: 1%; DT40 TDP1 CPT: 28%

How did Cc1oc(C(C)(C)C)cc1-c1cc(NC(=O)c2ccc([N+](=O)[O-])cc2)n[nH]1 do in these assays?
FEN1 inh: -6%; GCN5L2 inh: -1%; DT40 TDP1 CPT: inconclusive

Results for CC(C(c1cccs1)c1c(N)n(C)c(=O)n(C)c1=O)[N+](=O)[O-] (stereo unspecified) ?
FEN1 inh: 19%; GCN5L2 inh: -7%; DT40 TDP1 CPT: -5%

Results for COC(=O)c1sccc1NC(=O)Nc1ccc(F)cc1F ?
FEN1 inh: -14%; GCN5L2 inh: 6%; DT40 TDP1 CPT: -5%

What do the screens show for `Oc1c(C(c2cccs2)N2CCN(c3ccc(F)cc3)CC2)sc2ncnn12` (stereo unspecified)?
FEN1 inh: -5%; GCN5L2 inh: -11%; DT40 TDP1 CPT: -12%

Results for O=C(NC1CC1)c1ccc(CS(=O)c2ccc(Br)cc2)o1 (stereo unspecified) ?
FEN1 inh: 1%; GCN5L2 inh: -7%; DT40 TDP1 CPT: -7%

What do the screens show for `CS(=O)(=O)Nc1ccc(C2=NN(C(=O)c3ccco3)C(c3cccc(F)c3)C2)cc1` (stereo unspecified)?
FEN1 inh: -13%; GCN5L2 inh: -9%; DT40 TDP1 CPT: inconclusive

How did CSc1cccc(NC(=S)N(CCN(C)C)C(C)c2ccncc2)c1 (stereo unspecified) do in these assays?
FEN1 inh: 5%; GCN5L2 inh: 33%[activator]; DT40 TDP1 CPT: inconclusive

Results for O=C1NCCOC(=O)[C@H](Cc2ccc(F)cc2)C/C=C\C[C@@H]1CC(=O)N(CCO)Cc1ccccc1 ?
FEN1 inh: 2%; GCN5L2 inh: 0%; DT40 TDP1 CPT: 13µM*

Results for COc1ccc(N(C(C)C(=O)N2CCCC2)S(C)(=O)=O)cc1 (stereo unspecified) ?
FEN1 inh: 1%; GCN5L2 inh: -4%; DT40 TDP1 CPT: 7%

Results for COc1ccc(S(=O)(=O)NC2CC(C)(C)NC(C)(C)C2)cc1 ?
FEN1 inh: -3%; GCN5L2 inh: -4%; DT40 TDP1 CPT: -18%

What do the screens show for `CCOC(=O)N1CCN(S(=O)(=O)c2ccc(C(=O)N(CCN(C)C)c3nc4ccc(Cl)cc4s3)cc2)CC1`?
FEN1 inh: 14%; GCN5L2 inh: 1%; DT40 TDP1 CPT: -23%

What do the screens show for `COc1ccc(OC)c(NC(=O)CCNS(=O)(=O)c2cccc3nsnc23)c1`?
FEN1 inh: 14%&-2%; GCN5L2 inh: -6%&-5%; DT40 TDP1 CPT: 4%&4%

What do the screens show for `CC1Oc2ccccc2N(CC(=O)Nc2ccc(F)cc2)C1=O` (stereo unspecified)?
FEN1 inh: 0%; GCN5L2 inh: -3%; DT40 TDP1 CPT: inconclusive
